Assay outcomes from PubChem.
CCT chaperon mod – changes cytosolic chaperonin activity; activity change, % (no concentration beside the values), hits read low; hit rate 0.3% among 360,000; purified chaperonin ATPase assay, HTRF ADP detection, 30 min; in the data active means activity change below about -30%; further: on the % scale 0 is the no-effect control and ±100 the full control effect
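Nucleotide hydrolysis assay: TRiC at 20–40 nM final (set by batch activity) with 10 uM ATP, 30 min at 37 °C, in presence of 76 uM compound. Detection by competitive ADP HTRF, 30 min ambient.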
A549 tox – A549 cytotoxicity, counter-screen for Nrf2 inhibitors. A549 ARE-Fluc cells, CellTiter-Fluor viability, 18-24 h. Potency, µM (highest dose often 46 µM), for the others: top-dose activity change, negative = cytotoxicity, hits mostly inhibitors. hit rate 0.16% among 390,000. AID 504648; further: potency means the concentration at half of the fitted maximal effect; on the % scale 0 is the no-effect control and ±100 the full control effect
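A549 ARE_Fluc cells in 5% FBS OPTI-MEM were exposed to compounds in concentration-response for 18-24 h at 37 deg C. Viability was read by CellTiter-Fluor fluorescence (Ex 405/Em 525) after 30 min, before the luciferase read.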
Nrf2 inh – Nrf2 pathway inhibition; A549 ARE-Fluc reporter, luciferase luminescence, 18-24 h; Potency, µM (top dose mostly 46 µM), without a hit: at the top dose activity change, negative = inhibition, most hits filed as inhibitors; hit rate 2.1% among 360,000; AID 504444; further: potency means the concentration at half of the fitted maximal effect; on the % scale 0 is the no-effect control and ±100 the full control effect; nearly all actives have a fitted effect of over 60% in size
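A549 ARE_Fluc cells, 5000/well, 5% FBS OPTI-MEM; compounds in dose-response, 18-24 h at 37 °C/5% CO2; CellTiter-Fluor viability read (Ex 405/Em 525), then BugLite luciferase luminescence = Nrf2 activity.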
EPAC2 agonist – EPAC2 (human) agonism; Q8WZA2; EPAC2 activation, biochemical qHTS; response scale: 100% = 6.5 mM cAMP response; Potency, µM (top dose mostly 154 µM), for the others: at the highest dose activation, hits mostly activators; hit rate 0.079% among 360,000; AID 720711; further: potency means the concentration at half of the fitted maximal effect; nearly all actives have a fitted effect of over 50% in size
Target sequence (Q8WZA2 whole entry, looked up): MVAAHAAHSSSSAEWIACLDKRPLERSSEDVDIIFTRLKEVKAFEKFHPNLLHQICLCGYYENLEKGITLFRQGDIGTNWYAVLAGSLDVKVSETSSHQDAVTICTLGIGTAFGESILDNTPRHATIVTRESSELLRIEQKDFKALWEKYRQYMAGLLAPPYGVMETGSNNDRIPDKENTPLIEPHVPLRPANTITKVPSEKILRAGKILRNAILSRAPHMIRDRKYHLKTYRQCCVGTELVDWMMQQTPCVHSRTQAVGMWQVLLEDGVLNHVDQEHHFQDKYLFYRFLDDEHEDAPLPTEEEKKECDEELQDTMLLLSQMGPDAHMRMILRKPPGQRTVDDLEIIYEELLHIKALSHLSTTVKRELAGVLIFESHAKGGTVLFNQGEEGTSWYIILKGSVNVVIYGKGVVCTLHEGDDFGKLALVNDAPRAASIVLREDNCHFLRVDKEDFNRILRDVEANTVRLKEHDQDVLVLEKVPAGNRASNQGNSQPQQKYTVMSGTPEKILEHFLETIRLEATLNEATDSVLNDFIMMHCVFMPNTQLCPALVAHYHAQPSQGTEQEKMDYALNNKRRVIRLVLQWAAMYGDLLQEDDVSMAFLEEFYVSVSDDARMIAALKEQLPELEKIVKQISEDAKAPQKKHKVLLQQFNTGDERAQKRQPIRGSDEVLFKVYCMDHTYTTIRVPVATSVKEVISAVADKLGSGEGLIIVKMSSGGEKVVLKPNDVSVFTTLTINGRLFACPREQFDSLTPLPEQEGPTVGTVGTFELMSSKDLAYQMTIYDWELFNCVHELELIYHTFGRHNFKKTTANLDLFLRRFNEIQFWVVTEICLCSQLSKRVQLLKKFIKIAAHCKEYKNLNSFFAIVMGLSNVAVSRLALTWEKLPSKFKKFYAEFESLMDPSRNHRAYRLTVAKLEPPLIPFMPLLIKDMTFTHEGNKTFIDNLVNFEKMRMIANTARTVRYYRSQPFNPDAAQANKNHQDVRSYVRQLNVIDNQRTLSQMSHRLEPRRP
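EPAC2 (100 nM) mixed with Rap1B loaded with BODIPY-GDP (250 nM) plus 50 uM unlabeled GDP; compounds pinned in, 5 min RT, then read every 5 min for 30 min (ex 480, em 540 nm). Normalized to cAMP control.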
pAkt inh – blocks phosphorylation of Akt; hit rate 0.32% among 360,000; Neuro2A IGF-stimulated pAkt S473 HTRF, 20 min; active compounds read low; activity change, % for hits at 50 µM; in the data active means activity change below about -80%; inconclusive means mostly about -51% to -80%; further: on the % scale 0 is the no-effect control and ±100 the full control effect
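Neuro2A cells in DMEM with 0.5% FBS, overnight at 37 deg C, given compound at single 50 µM final, then IGF (6 nM final) for 20 min at 37 deg C. Lysed; phospho-Akt Ser473 by HTRF after 24 h, 665/615 ratio.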
EPAC2 antag – antagonists of human EPAC2; Potency, µM (highest dose often 114 µM), without a hit: at the highest dose activity, negative = inhibition, usual class: inhibitors; Q8WZA2; EPAC2 GEF exchange of Rap1B-BODIPY-GDP, fluorescence; AID 720708; hit rate 0.18% among 360,000; further: potency means the concentration at half of the fitted maximal effect; on the % scale 0 is the no-effect control and ±100 the full control effect; nearly all actives have a fitted effect of over 45% in size; many of its hits are not listed in these tables
MmCpn inh – M. maripaludis TRiC chaperonin inhibition; purified Mm-Cpn ATPase, ADP Transcreener TR-FRET; Potency, µM (series often up to 76.9 µM), for the others: at the highest dose activity, negative = inhibition, most hits filed as inhibitors; hit rate 0.031% among 330,000; further: potency means the concentration at half of the fitted maximal effect; on the % scale 0 is the no-effect control and ±100 the full control effect; nearly all actives have a fitted effect of over 80% in size
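ATPase turnover read by TR-FRET ADP competition (Eu cryptate antibody/ADP-d2, 665/590 nm): 10uM ATP final, 25nM Mm-CPN final, 30 min 37degC after 10-min compound preincubation, pH 7.4 Tris/KCl/MgCl2/DTT buffer.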
Nrf2 ARE act – activates Nrf2 signaling. AREc32 ARE-luciferase reporter (MCF7-derived line), luminescence, 24 h. Potency, µM (series often up to 46.1 µM), without a hit: at the highest dose activation, usual class: activators. hit rate 0.31% among 410,000. AID 624171; further: potency means the concentration at half of the fitted maximal effect; % of control where 0% means no effect; nearly all actives have a fitted effect of over 65% in size
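AREc32_Fluc, 1000 cells/well, OPTI-MEM + 5% FBS, o/n 37 deg C 5% CO2; 23 nL cpd by pin tool, 24 hr; Steady-Glo 30 min RT, luminescence.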
TGFb inhibitor – inhibitors of TGF-b signaling. HepG2 CAGA-GFP TGF-b/SMAD3 reporter, GFP fluorescence, 18 h; TGF-beta stimulated, 500 pg/mL final. Potency, µM (highest dose often 46.1 µM), for inactives: at the highest dose activity, negative = inhibition, hits mostly inhibitors. AID 588855. hit rate 1.2% among 410,000; further: potency means the concentration at half of the fitted maximal effect; on the % scale 0 is the no-effect control and ±100 the full control effect; nearly all actives have a fitted effect of over 65% in size
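First, reporter cells (HEPG2 CAGA-GFP) rested 2 h at 37 degrees C. Next, compounds were pinned in and TGF-beta added to 500 pg/mL final. After 18 h, GFP was imaged per cell and summed per well.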
Numbers without * were called inactive; i = inactive; ? = inconclusive; . = no result given. Unless noted, the call rests on the fitted dose curve; in most records, active means well fitted curve in the direction sought with a large enough effect; inconclusive means small, poorly fitted or top-dose-only effect, or another doubt; inactive means no such curve, though single readings can be large; an effect the other way counts as inactive or inconclusive. These rows are one share of the data (hit frequency here may not be typical).

canonical_smiles,CCT chaperon mod,A549 tox,Nrf2 inh,EPAC2 agonist,pAkt inh,EPAC2 antag,MmCpn inh,Nrf2 ARE act,TGFb inhibitor
Cc1ccc(-c2nnc3ccccc3c2C(=O)Nc2ccccc2F)cc1,.,-1%,?,.,.,.,.,3.7%,-16%
O=C(CN(C(=O)c1csnn1)c1cccc2ccccc12)NCc1ccccc1,-3.1,-1%,-9%,12%,i,-4%,0%,0.4%,5%
O=c1oc2ccccc2n1Cn1c(=O)oc2ccccc21,-0.2,11%,-5%,-3%,i,7%,1%,0.0%,4%
O=C(/C=C/c1ccc2ccccc2n1)N1CCN(S(=O)(=O)c2ccc(F)cc2)CC1,1.8,9%,-6%,11%,i,7%,-6%,6.9%,?
Cc1ccc(C)c(Cn2c(=O)n(CCCC(=O)NCc3ccco3)c(=O)c3ccccc32)c1,-1.0,-7%,4%,3%,i,12%,0%,-0.4%,8%
Cc1ccccc1C(O)c1ccncc1 (stereo not given),-2.0,0%,.,-1%,i,3%,0%,-0.3%,-3%
COc1ccc(-c2cc(C)no2)cc1S(=O)(=O)N1CCCN(Cc2ccccc2Cl)C1,0.1,5%,3%,-1%,i,-14%,2%,2.3%,-18%
CC(C)(C)OC(=O)NNc1c2ccccc2nc2ccccc12,-0.9,-23%,23µM*,5%,i,-4%,-8%,4.0%,-27%
Cc1ccc(S(=O)(=O)N2CCN(C(=O)c3ccnn3C)CC2)cc1C,-1.9,0%,4%,12%,i,-4%,-2%,-0.2%,-15%
CSC1=NS(=O)(=O)c2c(C)nn(C)c2S1,-3.2,-7%,11%,2%,i,1%,-1%,-0.2%,1%

Some values from the entries so far:
Entry for O=C(CN(C(=O)c1csnn1)c1cccc2ccccc12)NCc1ccccc1 in EPAC2 antag: -4%
Entry for CC(C)(C)OC(=O)NNc1c2ccccc2nc2ccccc12 in TGFb inhibitor: -27%

The results go on.
canonical_smiles,CCT chaperon mod,A549 tox,Nrf2 inh,EPAC2 agonist,pAkt inh,EPAC2 antag,MmCpn inh,Nrf2 ARE act,TGFb inhibitor
O=C(c1ccccc1)N1CCN(c2ccc(NCc3ccc4c(c3)OCO4)cc2)CC1,-7.5,-3%,-27%,-3%,i,2%,1%,0.4%,?
COc1ccccc1N1CCN(C2CCCN(Cc3ccccc3OCCO)C2)CC1 (stereo not given),-0.5,1%,-11%,6%,i,0%,0%,-0.3%,1%
O=S(=O)(NC(=S)Nc1ccccc1)c1ccc(F)cc1,-2.7,2%,0%,1%,i,0%,0%,-0.2%,-4%
CC(C)NC(=O)NC(=O)CSc1nnc(COc2ccccc2F)n1C(C)C1CC2CCC1C2 (stereo not given),0.3,?,.,-2%,i,-20%,3%,-3.1%,?
C[C@H]1CCC[C@]2(O[C@@H](CCO)C[C@@H](O)[C@@H]2O)O1,-2.8,-3%,4%,1%,i,21%,.,-0.1%,2%
COc1ccc(N2CCN(C(=S)Nc3ccc(C)cc3C)CC2)cc1,-2.3,6%,0%,3%,i,4%,-3%,-1.4%,-15%
O=C(N/N=C/c1ccccc1C(=O)O)c1cccc(S(=O)(=O)Nc2cc(Cl)ccc2Cl)c1,-1.4,8%,1%,6%,i,-15%,1%,-0.7%,-18%
CC1CCC2(CC1)SCC(=O)N2c1ccccc1 (stereo not given),1.4,-2%,7%,3%,i,4%,-1%,0.3%,4%
CCN(c1ccccc1)S(=O)(=O)c1ccc(Cl)c(NC(=O)COC(=O)c2ccc(O)cc2)c1,0.5,2%,-27%,1%,i,-5%,1%,0.1%,-5%
CCOc1cc(CNCC2CCCO2)cc(Br)c1OCC(N)=O (stereo not given),1.3,-2%,?,-3%,i,6%,1%,-0.4%,?
COc1ccccc1NC(=S)N(Cc1ccco1)Cc1cc2cccc(C)c2[nH]c1=O,-1.3,-1%,?,4%,i,0%,-1%,3.4%,21%
Cc1ccccc1-c1nnc(SCc2ccc(F)cc2)o1,-2.3,-6%,10%,8%,i,5%,-3%,4.2%,6%
c1ccc(CSc2ccc(-c3cccnc3)nn2)nc1,-1.2,3%,?,0%,i,5%,2%,0.3%,29%
CC(=O)Nc1cccc(NC(=O)c2ccc(S(=O)(=O)NCc3ccco3)cc2)c1,0.3,.,.,1%,i,17%,.,15%,-22%
Cc1ccc(C(=O)Nc2onc(C)c2C#N)cc1,0.0,0%,28%,5%,i,12%,-1%,2.8%,?
COC(=O)c1c(-c2ccsc2)sc2ccc(-c3cc(OC)c(OC)c(OC)c3)cc12,-1.6,15%,-14%,-2%,i,10%,?,4.4%,-32%
C=C[C@](C)(CC[C@@]1(C)C(C)CC(OC2OC(C)C(OC3OC(COC(C)=O)C(O)C(O)C3O)C(O)C2O)[C@@]2(C)C(C)=CCCC12)OC1OC(C)C(O[C@@H]2O[C@@H](C)C(O)C(O)[C@H]2O)C(O)C1O (stereo not given in full),0.0,-1%,-9%,-12%,i,16%,1%,0.0%,-3%
CCOc1ccc(Cn2ccnc2CCl)cc1[N+](=O)[O-],-1.8,-1%,-3%,5%,i,-10%,3%,1.7%,20%
CC1CC(C)(C)NC(=S)N1CC(=O)NCc1ccc2c(c1)OCO2 (stereo not given),-4.5,6%,5%,7%,i,11%,-2%,-0.4%,-1%
Cc1ccc(CS(=O)(=O)c2ncc(Cl)c(C(=O)Nc3nc4ccc(C)cc4s3)n2)cc1,.,?,?,.,.,.,.,14%,-28%
COc1ccc(CCNC(=O)CC(=O)N/N=C/c2ccc(C(=O)O)cc2)cc1OC,0.0,-1%,7%,13%,i,10%,1%,-0.1%,-8%
Cc1cc(NS(=O)(=O)c2ccc(NC(=O)CSc3nc4ncc(Br)cc4[nH]3)cc2)nc(C)n1,-0.9,12%,19%,3%,i,-2%,0%,0.3%,9%
COc1cc(OC)cc(C(=O)NCC(=O)Nc2ccc(OC)c(Cl)c2)c1,-1.2,2%,9%,-8%,i,?,1%,2.8%,0%
Cc1nnsc1C(=O)N1CCCC(N2CCN(c3cccc(C(F)(F)F)c3)CC2)C1 (stereo not given),-1.7,5%,?,-2%,i,-1%,-1%,1.2%,-16%
C=C(C)COc1ccc(-c2nc(N)ncc2-c2ccc(Br)cc2)c(O)c1,-0.7,6%,?,-2%,i,-17%,-4%,-1.9%,16µM*
COc1ccc(N(CC(=O)NN=C2CCCCCCC2)S(=O)(=O)c2ccccc2)cc1,-2.3,1%,-13%,17%,i,-8%,-3%,-1.6%,26%
Brc1cccc(-c2nn(-c3ccccc3)c3c2cnc2cc4c(cc23)OCO4)c1,.,1%,14%,.,.,.,.,-1.0%,0%
O=C1NC(c2ccccc2)C(C(=O)c2cccs2)=C1O (stereo not given),-0.4,-4%,9%,-3%,i,-3%,-1%,3.4%,1%
Cc1oc2c(C)c3oc(=O)c(CCC(=O)NCCCn4ccnc4)c(C)c3cc2c1C,0.6,-3%,-28%,-14%,i,8%,0%,-0.3%,?
Cc1cccc(C(=O)O/N=C(/c2ccccc2)c2ccncc2)c1,-10,0%,-3%,17%,i,-17%,0%,2.5%,21%

The list goes on, starting with the last 2 of the part before.
canonical_smiles,CCT chaperon mod,A549 tox,Nrf2 inh,EPAC2 agonist,pAkt inh,EPAC2 antag,MmCpn inh,Nrf2 ARE act,TGFb inhibitor
Cc1oc2c(C)c3oc(=O)c(CCC(=O)NCCCn4ccnc4)c(C)c3cc2c1C,0.6,-3%,-28%,-14%,i,8%,0%,-0.3%,?
Cc1cccc(C(=O)O/N=C(/c2ccccc2)c2ccncc2)c1,-10,0%,-3%,17%,i,-17%,0%,2.5%,21%
Cc1onc(-c2c(Cl)cccc2Cl)c1C(=O)NN1CCCCCC1,-1.8,1%,3%,-11%,i,3%,1%,-0.6%,0%
COc1ccc(Oc2nc3ccccc3n(C)c2=O)cc1,-0.3,1%,-7%,5%,i,2%,-1%,2.7%,-1%
Cc1ccc(NC(=O)c2ccc(S(=O)(=O)N(C)c3ccccc3)cc2)cc1S(=O)(=O)N1CCOCC1,-2.5,-6%,?,9%,i,-3%,.,0.3%,?
COc1ccccc1NS(=O)(=O)c1ccc2[nH]c(=O)[nH]c2c1,1.1,5%,4%,1%,i,9%,2%,3.0%,5%
Cc1ccc(OCC(=O)N2c3ccccc3CC2C)c([N+](=O)[O-])n1 (stereo not given),0.4,0%,19%,5%,i,0%,2%,-0.6%,-7%
COc1ccc(NC2CCCN(C(=O)c3cn(C)c4ccccc34)C2)cc1 (stereo not given),-1.0,-3%,1%,-2%,i,4%,2%,0.3%,-2%
Nc1c(-c2nc(-c3cccs3)no2)nnn1-c1cccc(F)c1,.,7%,?,.,.,.,.,25%,7%
O=[N+]([O-])c1ccc(Cl)c(NC(=S)N2CCCC2)c1,0.4,-6%,?,10%,i,3%,2%,3.0%,-3%
Cc1ccc(-c2nc(S(=O)(=O)c3ccc(C)cc3)c(SCC(=O)NCC3CCCO3)o2)cc1 (stereo not given),-1.9,-5%,8%,0%,i,4%,-4%,3.6%,22%
CCOC(=O)Cn1cnc2c(nnn2-c2cccc(Cl)c2)c1=O,0.2,-7%,-7%,3%,i,0%,1%,-0.3%,0%
Cc1noc(NS(=O)(=O)c2ccc(NC(=O)CSc3nc4c(cc3C#N)CCCC4)cc2)c1C,-0.6,1%,5%,2%,i,-20%,-1%,-0.9%,3%
CC(=O)Nc1ccc(NC(=O)c2nc(S(=O)(=O)Cc3cccc(C)c3)ncc2Cl)cc1,-1.0,?,?,1%,i,1%,3%,-1.8%,?
Cc1ccc(-c2nnc(Nc3ccc(OCC(N)=O)cc3)c3ccccc23)cc1S(=O)(=O)N(C)C,.,?,?,.,.,.,.,-2.2%,-17%
CC(C)(c1ccccc1)c1ccc(OCC2CO2)cc1 (stereo not given),-30*,0%,-3%,15%,i,-21%,-2%,5.6%,1%
